# From PubChem BioAssay
# MmCpn inh – Inhibitors of TCP-1 ring complex (TRiC) of Methanococcus maripaludis (MmCpn): qHTS; purified Mm-Cpn ATPase, ADP Transcreener TR-FRET; Potency, µM (doses to about 76.9 µM), without a hit: top-dose activity, negative = inhibition, usual class: inhibitors; 0.031% of 330,000 active; AID 504842, 2011; also: potency is read from the fitted curve at half-maximal effect; % is scaled to controls: 0 for no effect and ±100 for the full control effect; nearly all actives have a fitted effect of over 80% in size
#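 ATP (10 uM final) was added to archaeal chaperonin (25 nM final) after 10 min exposure to test compound at 37°C; after 30 min further incubation, ADP was detected by competitive TR-FRET.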
# Nrf2 block – Nrf2 qHTS screen for inhibitors | A549 ARE-Fluc reporter, luciferase luminescence, 18-24 h | 2.1% of 360,000 active | AID 504444, 2011 | Potency, µM (highest dose often 46 µM), without a hit: top-dose activity change, negative = inhibition, actives largely listed as inhibitors; also: potency is read from the fitted curve at half-maximal effect; % is scaled to controls: 0 for no effect and ±100 for the full control effect; nearly all actives have a fitted effect of over 60% in size
#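 A549 ARE_Fluc cells, 5000/well, 5% FBS OPTI-MEM; compounds in dose-response, 18-24 h at 37 °C/5% CO2; CellTiter-Fluor viability read (Ex 405/Em 525), then BugLite luciferase luminescence = Nrf2 activity.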
# CCT modulator – High-Throughput Screening for Modulators of Cytosolic Chaperonin Activity. purified chaperonin ATPase assay, HTRF ADP detection, 30 min. activity change, % (concentration not given with the values), hits read low. 0.3% of 360,000 active; in the data active = activity change below about -30%; also: % is scaled to controls: 0 for no effect and ±100 for the full control effect
#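 First, chaperonin was dispensed at 40 nM or 20 nM final depending on batch activity. Next, compounds were pinned at 76 uM and ATP added at 10 uM. After 30 min at 37 °C, ADP detection reagents ran 30 min at ambient temperature.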
# A549 viability – Nrf2 qHTS screen for inhibitors: counterscreen for cytotoxicity. 0.16% of 390,000 active. A549 ARE-Fluc cells, CellTiter-Fluor viability, 18-24 h. Potency, µM (titrated, usually from 46 µM), for the others: at the highest dose activity change, negative = cytotoxicity, hits mostly inhibitors; also: potency is read from the fitted curve at half-maximal effect; % is scaled to controls: 0 for no effect and ±100 for the full control effect
#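 Cytotoxicity counterscreen: CellTiter-Fluor fluorescence was measured in A549 ARE_Fluc cells after 18-24 h of compound exposure in a concentration series. The subsequent BugLite luminescent read reports ARE-luciferase activity.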
# HepG2 tox – qHTS for Inhibitors of TGF-b: Cytotox Counterscreen; HepG2 CAGA-GFP viability, ATP luminescence, 18 h; Potency, µM (highest dose often 46.1 µM), without a hit: at the top dose activity change, negative = cytotoxicity, usual class: cytotoxic; 0.76% of 410,000 active; also: potency is read from the fitted curve at half-maximal effect; some results filed as inactive show a strong effect at the top dose
#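 HepG2 CAGA-GFP cells (1000/well, DMEM with 1% FBS) received compound, then TGF-beta at 500 pg/mL final, and were incubated 18 hours at 37 degrees C. Viability was read by CellTiter-Glo luminescence. Media-only wells were set as complete cell-killing and DMSO as no toxicity.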
# S2 tox – Viability Counterscreen for Primary qHTS for Inhibitors of ATXN expression; S2 cells (HEK-293 line with an ATXN2-luciferase reporter) viability, CellTiter-Fluor protease fluorescence, 24 h; Potency, µM (top dose mostly 56.7 µM), actives largely listed as cytotoxic; 0.49% of 400,000 active; also: potency is read from the fitted curve at half-maximal effect; nearly all actives have a fitted effect of over 40% in size
# pAkt inh – HTS Assay for Inhibitors of Akt Phophorylation: Primary Screen. Neuro2A IGF-stimulated pAkt S473 HTRF, 20 min; active compounds read low. activity change, % for hits at 50 µM. 0.32% of 360,000 active; in the data active = activity change below about -80%; inconclusive = mostly about -51% to -80%; also: % is scaled to controls: 0 for no effect and ±100 for the full control effect
#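 Neuro2A cells in DMEM with 0.5% FBS, overnight at 37 deg C, given compound at single 50 µM final, then IGF (6 nM final) for 20 min at 37 deg C. Lysed; phospho-Akt Ser473 by HTRF after 24 h, 665/615 ratio.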
# TGFb SMAD3 inh – qHTS for Inhibitors of TGF-b; HepG2 CAGA-GFP TGF-b/SMAD3 reporter, GFP fluorescence, 18 h; TGF-beta stimulated, 500 pg/mL final; Potency, µM (doses to about 46.1 µM), for inactives: top-dose activity, negative = inhibition, most hits filed as inhibitors; 1.2% of 410,000 active; AID 588855, 2011; also: potency is read from the fitted curve at half-maximal effect; % is scaled to controls: 0 for no effect and ±100 for the full control effect; nearly all actives have a fitted effect of over 65% in size
#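 Read-out: total well GFP (ex488/em500-530) summed from mean per-cell fluorescence. Cells: HEPG2 CAGA-GFP, 1% FBS DMEM, 18 h at 37 degrees C with 500 pg/mL final TGF-beta. Unstimulated wells served as the full-inhibition control; stimulated DMSO wells = 0%.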
# Nrf2 activator – qHTS of Nrf2 Activators | AREc32 ARE-luciferase reporter (MCF7-derived line), luminescence, 24 h | Potency, µM (highest dose often 46.1 µM), for the others: at the highest dose activation, actives largely listed as activators | 0.31% of 410,000 active; also: potency is read from the fitted curve at half-maximal effect; % of control where 0% means no effect; nearly all actives have a fitted effect of over 65% in size
#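 AREc32 cells carrying an ARE-driven firefly luciferase reporter were seeded at 1000 cells/well in OPTI-MEM with 5% FBS, then exposed to compound for 24 hr at 37 deg C. Luminescence was read with Steady-Glo after 30 min at RT.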
# An asterisk follows results filed as active; i = inactive; ? = inconclusive; / = no result given; & = joins results of further samples; [ ] = remark or other dose. Unless noted, calls follow the shape of the dose curve; as a rule, active = well fitted curve in the direction sought with a large enough effect; inconclusive = small, poorly fitted or top-dose-only effect, or another doubt; inactive = no such curve, though single readings can be large; an effect the other way counts as inactive or inconclusive.
SMILES,MmCpn inh,Nrf2 block,CCT modulator,A549 viability,HepG2 tox,S2 tox,pAkt inh,TGFb SMAD3 inh,Nrf2 activator
CSCCC(NS(=O)(=O)c1cccs1)C(=O)NCc1ccc(C)cc1 (stereo not drawn),-4%,-6%,-0.4,1%,-22%,i,i,-9%,0.2%
CC(OC(=O)Cc1n[nH]c(=O)c2ccccc12)C(=O)Nc1cccc([N+](=O)[O-])c1 (stereo not drawn),1%,?,-1.4,4%,12%,i,i,23%,3.1%
Cc1cccc(-c2nc(-c3ccc4c(c3)[nH]c(=O)n4C)no2)c1,/,/,/,1%,-3%,i,/,7%,21%
COc1ccc(NC(=O)C2CCCCN2S(=O)(=O)c2ccc(F)cc2)c(OC)c1 (stereo not drawn),3%,-13%,0.3,-1%,21%,i,i,-5%,-0.3%
COc1cccc(-n2nc(-c3ccnn3-c3cccc(Cl)c3)c(=O)n(C)c2=O)c1,0%,0%,0.7,0%,-7%,i,i,?,0.4%
Cc1cccc(C(=O)Nc2nnc(S(=O)(=O)N3CCC(C)CC3)s2)c1,-7%,?,-3.8,-1%&-8%,-11%&-36%,i,i,?,-0.2%&12%
COC(=O)c1ccccc1NC(=O)CNc1cc(OC)c(OC)cc1C,-2%,21%,-2.2,8%,-11%,?,i,?,8.2%
CC1CCCN(Cc2nc3c(c(=O)n(C)c(=O)n3C)n2CCc2ccccc2)C1 (stereo not drawn),-3%,10%,-0.9,-4%,-2%,i,i,16%,-0.2%
COc1ccc(CC(=O)Nc2ccc(/C(C)=N/NC(=O)c3cccc([N+](=O)[O-])c3)cc2)cc1,-1%,-25%,-1.0,-7%,-11%,?,i,-4%,-0.2%
CN(C(=O)CSc1nnc(Nc2ccccc2)s1)C1CCS(=O)(=O)C1 (stereo not drawn),1%,-1%,0.5,4%,6%,i,i,14%,0.9%
CC(=O)/C(=N\Nc1ccccc1Cl)Sc1nnc(-c2ccccc2)n1-c1ccccc1,-4%,8%,-3.1,-6%,1%,i,i,9%,0.0%
CCC(=O)NCC(c1ccc2c(c1)OCO2)N1CCN(c2ccccc2)CC1 (stereo not drawn),/,/,/,7%,-5%,i,/,-27%,0.3%
CC(=O)Nc1ccc(NC=C(C#N)C#N)cc1,-1%,6%,-0.5,-3%,-12%,i,i,0%,-0.4%
COc1cc(CC(=O)OCC(=O)Nc2ncc(Cl)cc2Cl)cc(OC)c1OC,-2%,?,-1.2,-1%,-8%,i,i,-8%,0.0%
CS(=O)(=O)c1ccc(Nc2nc(C(N)Cc3ccc(Cl)cc3)cs2)cc1 (stereo not drawn),/,/,-0.1,/,-33%,i,i,?,7.1%
CC(C)Oc1ccc(C(=O)N2CC(=O)Nc3ccc(F)cc3C2c2ccc(F)cc2)cc1 (stereo not drawn),/,-5%[9.27 µM],/,1%,-75%,?,/,-14%,5.9%
O=C(Cn1c(=O)c2c3c(sc2n(Cc2ccccc2)c1=O)CCCC3)NCCO,-2%,?,0.0,3%,-20%,i,i,4%,-0.2%
Cc1cc(=O)[nH]c(Nc2cccc(Cl)c2C)n1,1%,-3%,-1.1,-3%,1%,i,i,-13%,0.0%
COC(=O)c1sc(N2CCN(Cc3ccccc3)CC2)nc1N,-3%,-9%,-2.0,1%,-1%,i,i,0%,6.3%
O=C(NCc1ccco1)c1ccc(NC(=O)C2COc3ccccc3O2)cc1 (stereo not drawn),-3%,/,0.3,-8%,-6%,i,i,2%,1.9%
CCOc1cc(C(=O)N[C@@H](C)C(=O)N2CCC3(CC2)NCCc2[nH]cnc23)cc(OCC)c1OCC,-3%,13%,-4.0,1%,5%,i,i,-1%,-0.3%
CCCc1cc(NCCCN(C)C)n2c(nc3ccccc32)c1C#N,-4%,-22%,2.3,-7%,-33%,/,i,15%,-0.3%
CN(C)CCNC(=O)/C(=C/c1ccc(-c2cccc([N+](=O)[O-])c2)o1)NC(=O)c1ccccc1,-1%,-1%,-2.0,12%,-3%,i,i,-7%,1.0%
CC(=O)c1cccc(NC(=O)C2C3C=CC(C4CC34)C2C(=O)O)c1 (stereo not drawn),1%,/,-8.6,1%,-26%,i,i,10%,-0.2%
Cc1noc(NS(=O)(=O)c2ccc(NC(=O)CSc3nc4c(cc3C#N)CCCCC4)cc2)c1C,0%,4%,-2.4,1%,16%,i,i,-10%,-0.8%
# Next compounds
SMILES,MmCpn inh,Nrf2 block,CCT modulator,A549 viability,HepG2 tox,S2 tox,pAkt inh,TGFb SMAD3 inh,Nrf2 activator
COc1ccccc1N1CCN(C(=O)Oc2ccccc2)CC1,1%,2%,2.2,14%,-3%,i,i,-15%,-0.8%
c1ccc(CCn2nnnc2CN2CCN(C3CCCC3)CC2)cc1,0%,12%,-0.5,1%,-8%,i,i,-2%,-1.2%
Cc1ccccc1CNC(=O)C1CCCN(c2nnc(C)c3c(C)n(-c4ccccc4)nc23)C1 (stereo not drawn),1%,?,-1.8,?,-16%,32µM*,i,-6%,-0.2%
CCCCCCOc1ccc(/C=N/NC(=O)C2CC2)cc1,2%,24%,-0.4,0%,10%,i,i,-2%,0.1%
COc1ccc(C2/C=C\CN(S(=O)(=O)c3ccc(C)cc3)[C@H](Cc3ccccc3)C(=O)N2Cc2ccc(F)cc2)cc1 (stereo partly drawn),-5%,7%,-1.6,3%,-13%,i,i,1%,1.3%
C[C@@H](NC(=O)c1nc[nH]c1C(=O)NCc1ccc(CNC(=O)OC(C)(C)C)cc1)c1ccccc1,-1%,?,0.7,-15%,-7%,i,i,?,2.9%
C=CCNC(=O)/C(=C\c1ccc(OC)cc1)NC(=O)c1ccc([N+](=O)[O-])cc1,2%,5%,-35*,-1%,-42%,i,i,-7%,-0.3%
Cc1ccccc1-n1c(SCC(=O)Nc2ccccc2Cl)nc2n[nH]c(C)c2c1=N,3%,?,-0.2,-10%,-21%,i,i,-18%,0.3%
COc1cc(OC)cc(C2=Cc3ccc(OC)cc3C(CC(C)=O)N2c2ccc(-c3cncnc3)cc2)c1 (stereo not drawn),/,/,-7.9,/,/,i,i,/,1.0%
CCOc1ccc(OCC)c(NC(=O)C2CCN(c3nn4c(=O)cc(C)nc4s3)CC2)c1,-1%,4%,1.8,-5%,5%,?,i,-10%,4.3%
COc1ccc(-c2oc3ncn4nc(Cc5ccccc5)nc4c3c2-c2ccc(OC)cc2)cc1,-5%,-16%,-2.5,3%,-23%,i,?,-9%,-0.8%
CC(c1ccon1)N(C)Cc1c(C(=O)N(C)Cc2ccccc2)nc2ccccn12 (stereo not drawn),-2%,12%,2.3,-1%,7%,i,i,?,0.4%
Cc1ccc2c(c1)C(=O)C(=O)N2Cc1ccc(OCCC(C)C)cc1,/,20%,/,1%,-5%,/,/,?,0.1%
CCOC(=O)Cc1csc(/C(=N/O)C(N)=O)n1,-3%,5%,-2.8,-4%[1.84 µM],-24%,i,i,-5%,0.2%
O=C(CN1CCCCC1)Nc1nc(-c2ccccc2)cs1,1%,12%,0.6,1%,-3%,i,i,35%[activator],3.4%
Cc1sc(-c2c(C#N)c(N)nc3c2CCCCCC3)cc1[N+](=O)[O-],/,-11%,-0.3,2%,5%,i,i,10%,-0.3%
Cc1cc(C(=O)NN)c(Cl)cc1Cl,-2%,0%,0.2,-2%,-5%,i,i,0%,-0.8%
CCc1ccc(NC(=O)CC2C(=O)N(c3cccc(OC)c3)C(=O)N2CCOC)cc1 (stereo not drawn),-2%,6%,0.9,-1%,-10%,i,i,14%,-0.7%
CCOC(=O)c1ccccc1OCc1cc(/C=N/NC(=O)c2ccncc2)ccc1OC,3%,-29%,0.3,1%,4%,i,i,-25%,1.9%
C=CCn1c(C(CC)CC)nc2ccccc21,1%,-7%,-2.8,1%,-4%,i,i,27%,0.2%
COc1ccccc1S(=O)(=O)N(C)C[C@@H]1OCc2cnnn2CCCC(=O)N([C@@H](C)CO)C[C@H]1C,/,/,-6.9,/,-6%,i,i,3%,-0.8%
Cc1c(C(=O)NCC2CCCO2)sc2nc(-c3ccc(F)cc3)cn12 (stereo not drawn),0%,-18%,-2.6,13%,-20%,i,i,-11%,5.4%
CN1CCN(CCn2c(=S)[nH]c3ccccc3c2=O)CC1,-3%,-7%,-1.1,0%,-2%,i,i,1%,-0.5%
COc1cc(C2c3c(-c4cc(C)ccc4O)n[nH]c3C(=O)N2CCCO)ccc1OCCC(C)C (stereo not drawn),/,-1%,/,-7%,-100%,?,/,?,-1.7%
COc1ccc(/C=C/C(=O)Nc2cccc(S(=O)(=O)NC3=NCCCCC3)c2)cc1OC,-1%,?,-1.1,-2%,6%,?,i,-7%,2.3%
Cc1cc(=O)c2cc(C(=O)Nc3ccc(C)c(C)c3)ccc2[nH]1,/,27%,/,10%,11%,i,/,1%,4.7%
COc1ccc(CCNC(=O)CSc2nc(O)c(CCC(C)C)c(=O)[nH]2)cc1OC,-1%,23%,-1.5,2%,-1%,i,i,-17%,0.3%
O=C(NCc1cccnc1)C1c2ccccc2C(=O)N1Cc1ccccc1 (stereo not drawn),1%,-24%,-0.1,-5%,16%,i,i,0%,0.0%

# Entries above that contain a thiophene ring, fused or not (3):
SMILES,MmCpn inh,Nrf2 block,CCT modulator,A549 viability,HepG2 tox,S2 tox,pAkt inh,TGFb SMAD3 inh,Nrf2 activator
CSCCC(NS(=O)(=O)c1cccs1)C(=O)NCc1ccc(C)cc1 (stereo not drawn),-4%,-6%,-0.4,1%,-22%,i,i,-9%,0.2%
O=C(Cn1c(=O)c2c3c(sc2n(Cc2ccccc2)c1=O)CCCC3)NCCO,-2%,?,0.0,3%,-20%,i,i,4%,-0.2%
Cc1sc(-c2c(C#N)c(N)nc3c2CCCCCC3)cc1[N+](=O)[O-],/,-11%,-0.3,2%,5%,i,i,10%,-0.3%
